Source: PubChem
MCL1-BIM inh: inhibitors of human MCL1 binding to BIM-BH3 peptide; Q07820; GST-MCL1 / FITC-Bim-BH3 fluorescence polarization; inhibition, % at 10.9 µM; actives 0.68% (n = 320,000);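 active = inhibition above the mean inhibition of all tested compounds plus 3 SD, set per campaign, cut at about 40% in these data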;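 note: 0% = DMSO wells and 100% = unlabeled Bim-BH3 peptide control; higher means more loss of mP so more displacement of Bim peptide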
Target sequence (Q07820 whole entry, looked up): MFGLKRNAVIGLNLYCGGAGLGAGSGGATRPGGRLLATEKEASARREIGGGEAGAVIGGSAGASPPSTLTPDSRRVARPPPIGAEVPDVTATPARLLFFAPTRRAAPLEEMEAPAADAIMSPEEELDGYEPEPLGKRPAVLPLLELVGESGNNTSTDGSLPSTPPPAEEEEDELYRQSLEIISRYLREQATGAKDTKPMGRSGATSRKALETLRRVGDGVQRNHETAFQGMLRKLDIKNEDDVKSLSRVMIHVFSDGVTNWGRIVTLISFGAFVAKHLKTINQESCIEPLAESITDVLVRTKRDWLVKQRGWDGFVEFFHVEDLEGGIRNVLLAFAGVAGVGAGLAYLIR
Efflux pump inh: antifungal efflux pump inhibition, Nile Red retention; S. cerevisiae Candida pump triplex; inhibition, % at 10 µM; actives 0.44% (n = 330,000); AID 485275;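 active = plate passing quality check with inhibition over a set limit, or well fluorescence over plate mean plus 4 SD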;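 note: Nile Red retained in pooled yeast measured as flow cytometry median fluorescence; 0% = buffer negative control and 100% = Enniatin B positive control; higher means more Nile Red kept so more efflux inhibition; some compounds called inactive have numbers as strong as hits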
Fam108B inh: Fam108B inhibition, counter-screen for RBBP9 inhibitors; recombinant Fam108B, FP-Rh probe fluorescence polarization; inhibition, % at 9.51 µM; actives 0.33% (n = 300,000); AID 1947;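 active = inhibition above the screen mean inhibition plus 3 SD, computed separately per campaign, cut at about 18% in these data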;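 note: inhibitors lower polarization as less probe binds the enzyme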
GLD-1 RNA inh: GLD-1-TGE RNA interaction inhibition (C. elegans) | AID 2280 | actives 0.44% (n = 320,000) | purified GLD-1 + fluorescein TGE RNA, fluorescence polarization | Q17339 | inhibition, % at 5.96 µM;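 active = percent inhibition above a per-plate cutoff, the plate mean of test compounds plus 3 SD, cut at about 30% in these data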;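 note: 0% = DMSO wells with GLD-1 and probe and 100% = wells lacking GLD-1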
VLA-4 inh: inhibition in a human VLA-4 binding assay; actives 0.2% (n = 330,000); VLA-4 expressing cells, ligand binding flow cytometry; P13612; inhibition, % (about 7 µM as worked out from the volumes in the protocol); in the data active = inhibition above about 50%
GRK2 inh: blocks RNA aptamer binding to human GRK2; P25098; bead flow cytometry, FAM-aptamer displacement from GRK2; inhibition of aptamer binding, % at 10 µM; actives 0.59% (n = 330,000);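 active = inhibition of aptamer binding above 40%, roughly 3 SD of noise, on plates passing a quality check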;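 note: median bead fluorescence of bound FAM aptamer so fluorescent compounds give negative values; no value below 0 was filed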
PME-1 inh: blocks human protein phosphatase methylesterase 1. Q9Y570. recombinant PME-1, FP-Rh probe fluorescence polarization. inhibition, % at 5.9 µM. actives 0.53% (n = 320,000). AID 2130;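 active = inhibition above the campaign mean of all compounds plus 3 SD, cut at about 26% in these data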;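 note: competitive labeling of PME-1 active site by serine hydrolase directed probe; 0% = PME-1 with DMSO and 100% = wells lacking PME-1 enzyme; inhibitors block probe labeling so polarization falls and inhibition rises; many of its hits are not listed in these tables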
Target sequence (Q9Y570 whole entry, looked up): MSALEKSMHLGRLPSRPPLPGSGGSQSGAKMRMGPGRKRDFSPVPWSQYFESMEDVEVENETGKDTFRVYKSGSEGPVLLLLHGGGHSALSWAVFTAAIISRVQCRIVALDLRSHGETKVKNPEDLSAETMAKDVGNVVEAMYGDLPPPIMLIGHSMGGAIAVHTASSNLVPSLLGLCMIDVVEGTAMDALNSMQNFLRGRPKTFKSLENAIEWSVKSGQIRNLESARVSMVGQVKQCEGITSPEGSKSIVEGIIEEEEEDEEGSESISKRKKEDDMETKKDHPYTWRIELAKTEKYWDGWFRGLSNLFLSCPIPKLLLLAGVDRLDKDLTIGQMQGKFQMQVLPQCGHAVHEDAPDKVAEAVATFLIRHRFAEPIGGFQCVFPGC
MEX-5 binding: C. elegans MEX-5 TCR-2 RNA binding activity. MEX-5/FITC-TCR2 RNA binding, fluorescence polarization; active compounds read low. Q9XUB2. activity score (negative = inhibition of binding), % at 10 µM. actives 0.38% (n = 300,000);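 active = inhibition past about -25% in most replicates, and total fluorescence under double the plate's negative control median, limit read from the data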;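 note: 0% = DMSO and -100% = 5 µM competing unlabeled TCR2 RNA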
Bcl-xL primary: blocks human Bcl-xL binding to Bim BH3 peptide. actives 0.7% (n = 320,000). GST-Bcl-xL / FITC-Bim BH3 peptide fluorescence polarization. inhibition, % at 10.9 µM;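 active = inhibition above the mean of all tested compounds plus 3 SD, cutoff set per campaign, cut at about 30% in these data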;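 note: 0% = DMSO wells and 100% = unlabeled Bim-BH3 peptide competitor; inhibitors lower millipolarization by displacing the labeled peptide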
Target sequence (Q07817 whole entry, looked up): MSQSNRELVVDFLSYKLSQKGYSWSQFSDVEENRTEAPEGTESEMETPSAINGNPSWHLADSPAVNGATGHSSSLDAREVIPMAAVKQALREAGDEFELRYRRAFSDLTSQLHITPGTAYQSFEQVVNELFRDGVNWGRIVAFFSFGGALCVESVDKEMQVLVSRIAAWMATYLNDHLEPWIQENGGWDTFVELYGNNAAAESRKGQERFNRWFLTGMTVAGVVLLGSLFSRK
* hit, by the source's call; / = no result given.

Preview, 4 compounds:
Every second line gives: MCL1-BIM inh	Efflux pump inh	Fam108B inh	GLD-1 RNA inh	VLA-4 inh	GRK2 inh	PME-1 inh	MEX-5 binding	Bcl-xL primary
- CCCCNCc1cc(Br)c(OCC(=O)N2CCOCC2)c(OC)c1
→ 0	0.0	7	1	-2	/	5	-1.2	-2
- Cc1ccc2nc(Nc3nc(CSc4nc5ccccc5s4)cc(=O)[nH]3)nc(C)c2c1
→ 2	-1.2	-7	-4	2	1	-7	2.5	2
- CCN1CCN(Cc2c(O)ccc3c(C)cc(=O)oc23)CC1
→ -1	0.0	-3	-3	2	0	-5	-0.5	5
- CC(OC(=O)CN1C(=O)c2ccccc2C1=O)C(=O)NC1CCCCC1C (stereo not drawn)
→ 1	-0.2	2	7	5	0	3	-4.2	-1

This part in full, repeating the preview:
Every second line gives: MCL1-BIM inh	Efflux pump inh	Fam108B inh	GLD-1 RNA inh	VLA-4 inh	GRK2 inh	PME-1 inh	MEX-5 binding	Bcl-xL primary
- CCCCNCc1cc(Br)c(OCC(=O)N2CCOCC2)c(OC)c1
→ 0	0.0	7	1	-2	/	5	-1.2	-2
- Cc1ccc2nc(Nc3nc(CSc4nc5ccccc5s4)cc(=O)[nH]3)nc(C)c2c1
→ 2	-1.2	-7	-4	2	1	-7	2.5	2
- CCN1CCN(Cc2c(O)ccc3c(C)cc(=O)oc23)CC1
→ -1	0.0	-3	-3	2	0	-5	-0.5	5
- CC(OC(=O)CN1C(=O)c2ccccc2C1=O)C(=O)NC1CCCCC1C (stereo not drawn)
→ 1	-0.2	2	7	5	0	3	-4.2	-1
- N=c1n(CCO)c2ccccc2n1Cc1ccc(Cl)cc1
→ 13	-0.1	-9	3	1	0	-5	-1.3	5
- CCOc1ccccc1C1C2C(=O)N(c3ccccc3)C(=O)C2ON1c1ccccc1 (stereo not drawn)
→ 2	-0.1	6	1	-2	94*	-4	-1.0	3
- COC(=O)c1cccnc1-n1c(=O)c2cccnc2n(Cc2cccc(C(F)(F)F)c2)c1=O
→ 3	0.0	5	1	18	2	3	2.8	4
- COC(=O)c1ccc2c(=O)n(CC3CCCO3)c(SCC(=O)Nc3ccc(OC)cc3OC)nc2c1 (stereo not drawn)
→ 6	0.8	-3	-5	10	1	1	-1.2	3
- c1ccc(Cc2nnc3sc(-c4cccs4)nn23)cc1
→ 8	0.1	0	-2	4	3	3	-1.2	3
- CCOC(=O)c1cn(CC(=O)Nc2cccc(Cl)c2C)nn1
→ 4	-0.1	0	-4	7	0	-1	2.0	5
- Cc1noc(C)c1S(=O)(=O)N(CC(=O)NC(C)c1ccccc1)c1ccc(C(C)C)cc1 (stereo not drawn)
→ -5	0.7	6	-1	3	2	0	0.9	6
- COc1cccc(/C=N/n2cnc3cc(C)c(C)cc32)c1OC
→ -3	0.1	0	8	-2	2	1	-0.1	2
- O=C(C1=C[C@@H](c2ccc(C(F)(F)F)cc2)C[C@@H](OCc2ccc(CO)cc2)O1)N1CCOCC1
→ 7	/	-1	7	/	/	-1	-0.2	5
- O=C(CCNS(=O)(=O)c1ccccc1)NNC(=O)C1COc2ccccc2O1 (stereo not drawn)
→ 1	0.1	2	-4	-9	2	4	-0.1	0
- COC(=O)Cn1c(=NC(=O)CCS(=O)(=O)c2ccccc2)sc2c(OC)ccc(OC)c21
→ 1	0.1	-3	1	-2	0	4	-0.9	-1
- CCc1nnc(NC(=O)C2CC(=O)N(Cc3ccco3)C2)s1 (stereo not drawn)
→ 3	-0.1	5	-1	-15	0	5	0.4	5
- O=C(CSc1nnc(-c2ccccc2F)n1CCc1ccccc1)Nc1ccc2[nH]c(=O)[nH]c2c1
→ -7	0.5	4	-1	-1	0	7	-0.1	-1
- CCSc1nc2ccccc2n1CCOc1ccccc1
→ -6	0.0	2	2	5	1	-2	0.5	-2
- Cc1ccoc1C(=O)NCCCNC(=O)c1occc1C
→ -4	-0.1	4	1	11	10	-2	-1.8	5
- O=C(CCCSc1nc2sc3c(c2c(=O)[nH]1)CCC3)NCCCO
→ 5	0.1	4	6	-1	0	-4	-1.8	-1
- COc1cccc(CC(=O)NN2C(=O)NC3(CCCCC3)C2=O)c1
→ 3	-0.3	/	6	-2	0	-1	/	1
- Nc1c(-c2ccccc2)c(CN2CCOCC2)nn1-c1cccc([N+](=O)[O-])c1
→ -4	0.0	0	3	9	0	-9	-1.3	0
- CCOc1ccc(S(=O)(=O)NCc2ccncc2)cc1NC(=O)c1ccccc1F
→ 3	0.3	-1	3	2	1	0	2.4	2
- CC1=NN2C(=N)/C(=C\c3ccc(SCc4ccccc4)o3)C(=O)N=C2S1
→ 5	0.1	3	-2	19	0	3	-20	-5
- COc1ccc(C(=O)Nc2ccc(S(=O)(=O)N3CCCC3)cc2)c(OC)c1
→ 1	-0.1	-1	1	12	1	3	0.5	6
- O=C1CC(N2CCC(O)(c3ccc(Cl)cc3)CC2)C(=O)N1 (stereo not drawn)
→ 0	0.1	12	8	23	0	0	-2.1	1
- COc1ccc(OC)c(-c2cc(C3CCN(c4cc(Cl)nc(N)n4)CC3)[nH]n2)c1
→ -2	0.0	9	-2	-3	6	11	0.6	4
- CCC(C)(C)n1nnnc1CN(Cc1cccs1)Cc1cc2cc(OC)ccc2[nH]c1=O
→ 5	0.0	-4	7	-13	2	4	1.2	2
- O=C(COc1ccc(Cl)cc1Br)Nc1nnc(C2CC2)s1
→ -1	0.0	/	-3	2	0	-5	/	-2
- Cc1cccnc1NC(=O)C1c2ccccc2Oc2ccccc21
→ 8	0.0	-5	0	12	2	0	-2.0	6
- Nc1c(C(=O)c2ccccc2)sc2nsc(SCCN3CCCC3)c12
→ -27	0.1	-1	-72	-134	0	-3	-9.9	-13
- COC(=O)c1cc(C)nc(Sc2ccccc2N)n1
→ 16	-0.1	-2	-4	-1	0	3	0.6	8
- CCN(CC)CCN1C(=O)C(=O)/C(=C(/O)c2cnn(-c3ccccc3)c2C)C1c1cccnc1 (stereo not drawn)
→ 1	-0.1	1	3	8	4	3	-2.8	2
- CC(NCC(O)COC1CCC(C(C)(C)C)CC1)c1ccccc1 (stereo not drawn)
→ -12	0.1	2	4	1	0	-5	0.4	-1
- CCCCn1c(N)c(N(CCOC)C(=O)C2CC(=O)N(Cc3ccco3)C2)c(=O)[nH]c1=O (stereo not drawn)
→ -3	0.0	/	5	3	0	5	/	-2
- CC(C)=CCc1c(O)cc2c(=O)c3ccc(O)cc3oc2c1O
→ 1	-0.6	-11	10	-9	1	-17	-3.1	1
- O=C(O)c1cc2ccccc2c(=O)s1
→ -12	0.0	0	0	14	0	-4	0.8	-4
- CN1CCN(C(=O)c2cccc(NS(=O)(=O)c3ccc(Br)cc3)c2)CC1
→ 4	-0.2	/	1	14	0	0	/	0
- Cc1onc(-c2c(Cl)cccc2Cl)c1C(=O)c1ccccc1
→ 5	-0.1	5	-3	0	0	0	-0.6	2
- CCOc1cc(CNn2cnnc2)ccc1OCC(=O)NC1CCCCC1
→ -3	0.1	-1	7	6	1	0	2.4	1
- CCOc1ccccc1NC(=O)CNC(=O)Cc1ccccc1
→ 5	0.0	5	-3	-5	5	-1	1.1	2
- CCC(C)N=C1Sc2nc3ccc(C)cc3cc2CN1CCOC (stereo not drawn)
→ 11	0.0	-7	-1	7	0	-2	1.8	5
- COCc1nnc(NC(=O)c2ccc(S(=O)(=O)N3CCOCC3)cc2)o1
→ 3	0.1	-2	2	11	0	-1	-4.4	-2
- CCCc1nn(C)c(C(=O)Nc2cccc(Cl)c2)c1Cl
→ -6	0.1	-4	-5	14	1	-1	0.9	-3
- Nc1ccc(/C=C/c2ccc3ncccc3c2)cc1
→ -2	-0.1	8	1	-19	0	7	-2.8	3

Next section.
Keys – A = MCL1-BIM inh; B = Efflux pump inh; C = Fam108B inh; D = GLD-1 RNA inh; E = VLA-4 inh; F = GRK2 inh; G = PME-1 inh; H = MEX-5 binding; I = Bcl-xL primary
Compound: CC(OC(=O)c1oc2ccccc2c1CSC1CCCCC1)C(=O)NC(N)=O (stereo not drawn)
  A: -2 | B: -0.1 | C: -2 | D: 0 | E: 8 | F: 0 | G: -7 | H: 0.7 | I: 3
Compound: Oc1ccccc1-n1c(-c2ccccc2)ccc1-c1ccccc1
  A: 3 | B: 0.0 | C: 7 | D: 3 | E: 3 | F: 1 | G: 2 | H: 1.6 | I: 8
Compound: O=C(CCc1ccc(O)c(O)c1)NNC(=S)Nc1ccc(Br)cc1Cl
  A: 5 | B: 0.0 | C: -2 | D: 4 | E: 19 | F: 2 | G: 1 | H: -1.4 | I: 3
Compound: COc1ccc(N(CC(=O)NCC2CCCO2)S(=O)(=O)c2ccccc2)cc1OC (stereo not drawn)
  A: 7 | B: 0.0 | C: 0 | D: 2 | E: -4 | F: 0 | G: -1 | H: 0.3 | I: 1
Compound: CCC(C)C(NC(=O)c1ccccc1NC(=O)c1ccco1)C(=O)O (stereo not drawn)
  A: 4 | B: 0.0 | C: 0 | D: 8 | E: 11 | F: 1 | G: -4 | H: -2.0 | I: 3
Compound: C#CCNC(=O)C1=C[C@H](c2cn(C(C)=O)c3ccccc23)C[C@H](OCc2ccc(CO)cc2)O1
  A: 5 | B: -0.1 | C: 3 | D: 5 | E: 5 | F: 0 | G: 7 | H: 2.4 | I: 4
Compound: Cc1ccc(-c2nc3ncccn3c2NC(=O)C2CC2)cc1
  A: 0 | B: 0.0 | C: -1 | D: -2 | E: 8 | F: 0 | G: -1 | H: -0.9 | I: 4
Compound: O=C(COc1c(Cl)cccc1Cl)NN1C(=O)CSC1=S
  A: 11 | B: 0.1 | C: -1 | D: 2 | E: 4 | F: 0 | G: -4 | H: -14 | I: 4
Compound: COc1ccccc1C(=O)NCCC(=O)N(C)Cc1cccs1
  A: 11 | B: 0.2 | C: -4 | D: 0 | E: 8 | F: 0 | G: 3 | H: 0.5 | I: 10
Compound: C/C(=N\NC(=S)Nc1ccc(F)cc1)c1ccc2c(c1)OCCO2
  A: 1 | B: -0.2 | C: -5 | D: 5 | E: 13 | F: 1 | G: -3 | H: 1.8 | I: 7
Compound: COc1ccc(NC(C)C(=O)N/N=C/c2cc(Br)ccc2OC)cc1 (stereo not drawn)
  A: 5 | B: 0.0 | C: 2 | D: 2 | E: 20 | F: 0 | G: -1 | H: 2.0 | I: 5

Limited to MEX-5 binding, PME-1 inh and VLA-4 inh, for some of the entries so far:
SMILES	MEX-5 binding	PME-1 inh	VLA-4 inh
COC(=O)Cn1c(=NC(=O)CCS(=O)(=O)c2ccccc2)sc2c(OC)ccc(OC)c21	-0.9	4	-2
CCOC(=O)c1cn(CC(=O)Nc2cccc(Cl)c2C)nn1	2.0	-1	7
O=C1CC(N2CCC(O)(c3ccc(Cl)cc3)CC2)C(=O)N1 (stereo not drawn)	-2.1	0	23
Cc1ccc(-c2nc3ncccn3c2NC(=O)C2CC2)cc1	-0.9	-1	8

These rows are one share of the data; rates above refer to the full screens.
